# Screening data (PubChem)
# Growth percent in the NCI-60 one-dose screen (48 h, 10 µM unless noted): 100 = growth as untreated, 0 = no growth, -100 = all killed.
# KM12 = KM12 colon cancer cells; AID 1794800; 5% of 82,000 active
# HCC-2998 = HCC-2998 colon cancer | 4.7% of 79,000 active | AID 1794799
# SW-620 = SW-620 colon cancer; 5.2% of 82,000 active
# SF-539 = SF-539 CNS cancer; 6.8% of 81,000 active; AID 1794752
# SF-295 = SF-295 CNS cancer cells | 5.6% of 79,000 active | AID 1794758
# SNB-75 = SNB-75 CNS cancer; 5% of 79,000 active; AID 1794750
# SNB-19 = SNB-19 CNS cancer cells. AID 1794751. 2.5% of 81,000 active
# HCT-116 = HCT-116 colon cancer | 7.3% of 82,000 active
# HCT-15 = HCT-15 colon cancer; 5.2% of 82,000 active
# Starred values were filed as active, the others as inactive; / = no result given; & = joins results of further samples. Rule for the calls: active = growth percent below 10; inactive = the rest.
SMILES,KM12,HCC-2998,SW-620,SF-539,SF-295,SNB-75,SNB-19,HCT-116,HCT-15
Cc1ccccc1-n1c(C)nc2cc(N3C(=O)CSC3c3ccccc3)ccc2c1=O (stereo not given),99,113,112,100,96,82,98,84,87
CCOc1ccc(-c2nc3ccc(-c4nc5ccc(N6CCN(C)CC6)cc5[nH]4)cc3[nH]2)cc1OCC,43,-16*,0.5*,-43*,27,6.6*,8.9*,-3.1*,64
N#C/C(=C\c1cccnc1Cl)C(N)=O,104,107,101,109,110,85,100,104,104
CC(Sc1nc2sc3c(c2c(=O)n1-c1ccc(Cl)cc1)CCCC3)C(=O)Nc1nc(-c2cccc([N+](=O)[O-])c2)cs1 (stereo not given),98,100,102,90,97,91,98,94,95
Cc1ccc(C(C)C)c(O)c1N=Cc1cc(Br)ccc1O,101,105,107,92,107,88,97,97,94
COc1ccc(N=Cc2ccccc2O)cc1,83,/,106,103,110,87,100,90,85
N#Cc1n[nH]n2c1nc(=O)c1sc3ncccc3c12,114,113,107,103,113,79,101,100,105
C=C(C)[C@@H]1CC[C@]2(C)[C@H](CC=C3[C@@H]4[C@@H](C)[C@H](C)CC[C@]4(C=NCCCNCCCCNCCCN)CC[C@]32C)[C@@]1(C)CCCN,99,102,96,101,103,85,102,71,78
COc1ccc2cc(C(=O)c3cc4ccc(OC)cc4oc3=O)c(=O)oc2c1,100,105,107,102,100,80,107,100,97
CC(=O)Nc1ccc(Cl)cc1C(=O)O,102,108,96,109,111,92,99,106,113
CC(=O)N1N=C(c2ccc(F)cc2)CC1c1c(C)nn(-c2ccccc2)c1N(C)Cc1ccccc1 (stereo not given),78,91,82,103,69,76,61,52,72
CC(=O)Nc1ccc2ncc(C(N)=O)c(Nc3ccc(C)cc3)c2c1,104,106,101,98,99,81,97,91,100
CC1(C)OC(=O)CC(=O)O1,102,106,105,106,101,104,101,107,99
O=C1c2ccccc2C(=O)N1c1nc(-c2ccccc2)cs1,98,108,100,93,95,/,100,96,97
Cc1ncc([N+](=O)[O-])n1CCO,104&106&113,97&93,98&110&108,100&101&53,98&89&106,85&96&112,104&108&116,96&100&114,100&98&107

# In a second layout: results already given
CC(=O)N1N=C(c2ccc(F)cc2)CC1c1c(C)nn(-c2ccccc2)c1N(C)Cc1ccccc1 (stereo not given)
  KM12: 78
  HCC-2998: 91
  SW-620: 82
  SF-539: 103
  SF-295: 69
  SNB-75: 76
  SNB-19: 61
  HCT-116: 52
  HCT-15: 72

CC(=O)Nc1ccc2ncc(C(N)=O)c(Nc3ccc(C)cc3)c2c1
  KM12: 104
  HCC-2998: 106
  SW-620: 101
  SF-539: 98
  SF-295: 99
  SNB-75: 81
  SNB-19: 97
  HCT-116: 91
  HCT-15: 100

CC1(C)OC(=O)CC(=O)O1
  KM12: 102
  HCC-2998: 106
  SW-620: 105
  SF-539: 106
  SF-295: 101
  SNB-75: 104
  SNB-19: 101
  HCT-116: 107
  HCT-15: 99

O=C1c2ccccc2C(=O)N1c1nc(-c2ccccc2)cs1
  KM12: 98
  HCC-2998: 108
  SW-620: 100
  SF-539: 93
  SF-295: 95
  SNB-75: /
  SNB-19: 100
  HCT-116: 96
  HCT-15: 97

# Carrying on:
SMILES,KM12,HCC-2998,SW-620,SF-539,SF-295,SNB-75,SNB-19,HCT-116,HCT-15
Cc1ccc(-n2cc(-c3ccccc3)c3c2N=NN2CCN=C32)cc1,102,111,92,101,96,72,92,96,101
Cc1cc2c(O)c(-c3ccc(C(C)C)cc3)c3sc(=O)oc3c2cc1C,95,128,95,98,96,87,98,93,88
O=c1c2sc3ccccc3c2nnn1-c1ccccc1,81,82,102,98,92,88,96,99,91
Clc1ccc(C2=CCCCC2)cc1,111,108,106,98,109,93,102,107,96
Cc1ccc(S(=O)(=O)Nc2ccc(Br)cc2C(=O)O)cc1,107,105,102,103,90,99,92,112,97
COc1ccc(C(=O)CSc2nccc(Nc3ccc(S(=O)(=O)Nc4ccccn4)cc3)n2)cc1,103,105,106,100,106,98,101,96,104
Cc1ccc(NC(=S)NNC(=S)Nc2ccc(C)cc2)cc1,61&101,69&110,44&108,62&110,30&102,40&96,65&99,35&106,44&97
C=CCNC(=O)CC(C)(C)C,108,94,103,108,95,87,98,108,102
CS(=O)(=O)N1CCN(c2nc(NCCN3CCOCC3)ncc2Br)CC1,102,99,100,93,99,84,98,100,98
COc1ccc2nc3cc(Cl)ccc3c(Nc3cccnc3)c2c1,93,105,101,107,103,99,/,90,99
C=C(C)[C@@H]1CC[C@]2(COC(=O)c3cccnc3)CC[C@]3(C)[C@H](CC[C@@H]4[C@@]5(C)CCCNC(C)(C)[C@@H]5CC[C@]43C)[C@@H]12,88,92,96,96,102,86,97,80,80
CC(=O)Nc1cccc2c1Cc1cc([N+](=O)[O-])ccc1-2,100,99,99,97,92,88,99,96,101
Cn1cnc2c(cnn2C)c1=N,101,97,95,96,/,104,101,110,98
CC1=C(C(=O)c2cnccn2)C(c2ccc(Cl)cc2)NC(=O)N1 (stereo not given),110,97,103,98,108,106,97,97,105
CCOC(=O)NCCCNC(=O)OCC,109,115,116,97,95,81,115,112,95
CC(=O)c1nnn(C(C)C(N)=O)c1C (stereo not given),108,109,101,105,112,103,102,89,106
COc1ccc(Cl)cc1/C=C/C=Nc1ccccc1O,101,113,102,110,88,94,98,74,89
O=C(Nc1cccc(C2=NCCN2)c1)Nc1cccc(C2=NCCN2)c1,103&109,93&115,96&97,103&101,292&111,107&102,110&104,103&83,114&95
C=C(c1ccc(C(=O)NCCCn2ccnc2)cc1)c1cc2c(cc1C)C(C)(C)CCC2(C)C,24,27,17,2.4*,-30*,41,48,-59*,21
COc1cc(CNC(=O)Cc2ccccc2)ccc1OCc1cn(-c2ccc(C#N)cc2)nn1,101,114,98,104,102,93,93,98,100
CC(C)(C)OC(=O)Nc1ccc2c(c1)C(NC(=O)Nc1cccc(C#N)c1)CC(C)(C)O2 (stereo not given),50,/,49,67,32,72,52,31,34
CCCN1C(=O)CCC1=O,102,102,100,105,100,87,102,97,103
N/C(=N\c1nc2ccccc2o1)NC(=O)Nc1cccc(Cl)c1,101,119,100,104,95,85,91,100,89
CC1=C(C)C(=O)C(Nc2ccccc2)=C(Br)C1=O,105,102,98,92,104,84,95,101,105
CC(=O)N(O)[C@@H](C)/C=C/c1cccc(Oc2ccc(F)cc2)c1,104,103,99,85,87,62,78,78,43
Cc1ccc(S(=O)(=O)N/N=C2\COC(C)C2)cc1 (stereo not given),100,106,112,105,86,100,94,102,97
O=C(O)N/N=C/c1ccc(Cl)cc1,95,101,93,114,96,92,99,110,94
CCN(CC)CCCCC(C)Nc1ccnc2cc(Cl)ccc12 (stereo not given),106,115,97,110,116,100,112,104,107
COc1cc(Cn2c(SCCC(=O)Nc3ccc(F)cc3)nc3ccccc3c2=O)cc(OC)c1OC,99,96,98,84,88,80,80,65,79
CCC(C(=O)O)N1C(=O)CSC1=S (stereo not given),107,101,105,104,100,97,103,96,103
Cc1ccc(-c2nc3nc(-c4ccccc4)nc(N4CCN(S(=O)(=O)c5ccc(C)cc5)CC4)c3o2)cc1,111,104,96,104,108,92,101,99,110
CCOC(=O)c1c(C)nc2c(c1N)/C(=C/c1ccc[nH]1)C(=O)N2Cc1ccc(OC)c(F)c1,98,104,95,84,92,55,88,74,96
O=C(NNc1ccc(F)cc1)c1ccc(Cc2n[nH]c(=O)c3cccnc23)cc1,105,118,98,90,102,92,98,99,105
COc1ccc(-c2nc(N/N=C/c3cccc(O)c3)nc(N3CCOCC3)c2C#N)cc1,72,108,59,55,70,24,86,59,47
O=C(Nc1cc2c(cc1Cl)-c1ccc([N+](=O)[O-])cc1/C2=N\O)C(F)(F)F,104,101,103,91,99,84,81,95,89
O=C(N/N=C/c1ccco1)C(=O)Nc1ccc(Cl)c([N+](=O)[O-])c1,100,107,107,98,109,96,98,98,99
O=c1[nH]c2ccccc2c(O)c1/C=N/C(=S)NC1CCCCC1,107,71,107,102,103,77,117,98,102
O=C(O)CSCc1nnc2n(Cc3ccccc3)c(=O)c3c4c(sc3n12)CCCC4,109,98,107,101,58,87,97,144,101
CCCCN1C(=O)c2cccc3c(OC)cc(/C=C/C(=O)OCC)c(c23)C1=O,108,110,105,100,98,84,94,99,101
CC1=C(C(=O)Nc2cc(C)ccc2C)C(c2cccc([N+](=O)[O-])c2)C(C(=O)Nc2cc(C)ccc2C)=C(C)N1,82,79,98,67,64,70,/,60,69
O=C1CCC(On2nnc3ccccc32)N1 (stereo not given),100,95,111,93,101,100,105,87,105
O=C(Nc1nc2ccccc2s1)Nc1ccc([N+](=O)[O-])cc1Cl,-32*,76,96,-48*,68,17,111,19,87
COc1ccc(C(C)=O)cc1N1C(=O)C2C(C1=O)C1(c3ccccc3)C(=O)C2(c2ccccc2)C(c2ccc(C)cc2)=C1c1ccc(C)cc1 (stereo not given),/,47,27,11,1.2*,57,30,24,25
Cn1ncc2c(=S)[nH]c(=S)[nH]c21,103,92,98,/,100,103,100,105,100
c1ccc(CNc2ccc3c(OCc4ccccc4)nc(N4CCOCC4)nc3c2)cc1,101,106,103,98,97,90,114,84,97
COc1cc(F)ccc1/C=C/C(=O)/C=C(O)/C=C/c1ccc(F)cc1OC,107,105,109,101,107,97,98,103,106
C=C1CCCCC1O (stereo not given),102,115,105,98,112,71,107,105,95
O=C(NNC(=O)c1ccc(-n2cc(-c3ccccc3)nn2)cc1)Nc1cccc(Cl)c1,105,124,96,90,104,91,90,100,106
COc1ccc(-c2oc3cc(O)c(OC)c(O)c3c(=O)c2OC)cc1O,2.1*,90,19,-16*,/,16,31,2.2*,17
COc1cc(-c2cc(-c3ccc(Nc4nc(Nc5ccc(Cl)cc5)nc(Nc5ccc(Cl)cc5)n4)cc3)no2)cc(OC)c1OC,84,61,89,75,62,75,82,66,81
Cc1ccc(-c2nc(Nc3ccccc3C(=O)O)c3ccccc3n2)cc1,8.4*,5.4*,14,21,5.8*,16,8.8*,6.7*,4.7*
O=C(CC(c1ccccc1)c1ccc(Br)cc1)c1ccccc1 (stereo not given),96,95,94,99,93,109,95,70,83
O=C1C(Nc2ccc(S(=O)(=O)Nc3ccccn3)cc2)=C(Cl)C(=O)c2ncccc21,101,112,83,105,98,106,94,30,77
CCc1cccc2c3c(sc12)C(c1ccc(Cl)cc1)C(C#N)=C(N)O3 (stereo not given),18,18,33,-15*,2.9*,-10*,27,18,14

# Reprinted at random: 5 entries already listed
SMILES,KM12,HCC-2998,SW-620,SF-539,SF-295,SNB-75,SNB-19,HCT-116,HCT-15
CC(=O)Nc1ccc(Cl)cc1C(=O)O,102,108,96,109,111,92,99,106,113
CC(=O)N1N=C(c2ccc(F)cc2)CC1c1c(C)nn(-c2ccccc2)c1N(C)Cc1ccccc1 (stereo not given),78,91,82,103,69,76,61,52,72
C=C(C)[C@@H]1CC[C@]2(COC(=O)c3cccnc3)CC[C@]3(C)[C@H](CC[C@@H]4[C@@]5(C)CCCNC(C)(C)[C@@H]5CC[C@]43C)[C@@H]12,88,92,96,96,102,86,97,80,80
Cc1ccc(-c2nc3nc(-c4ccccc4)nc(N4CCN(S(=O)(=O)c5ccc(C)cc5)CC4)c3o2)cc1,111,104,96,104,108,92,101,99,110
CC1=C(C)C(=O)C(Nc2ccccc2)=C(Br)C1=O,105,102,98,92,104,84,95,101,105
